S1P4 ag: activates the human S1P4 receptor. activation, % at 4.98 µM. O95977. AID 1509. 220,000 compounds, 0.35% hits. S1P4-expressing cell line, agonist reporter assay; in the data active = activation above about 11%;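 note: 0% = DMSO vehicle and 100% = reference agonist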
Wee1 degr inh: inhibitors of human Wee1 degradation; P30291; HeLa Luc-Wee1K328M stability, luciferase luminescence; 100% = proteasome inhibitor MG132 effect; reporter increase, % at 5 µM; 220,000 compounds, 1.2% hits; AID 1321;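 active = activation above the mean of all tested compounds plus 3 SD, set per screening run, cut at about 8.8% in these data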;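 note: cells exposed to compound for 20 h before luminescence read; 0% = DMSO alone and 100% = MG132 at 30 µM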
MDM2 E3 inh: inhibitors of human Mdm2 E3 ubiquitin ligase; Q00987; cell-based MDM2 ubiquitination luciferase reporter, 2 h; 0 = plate control, 100 = twice control, blank-subtracted; signal enhancement, % at 5 µM; 210,000 compounds, 0.11% hits; AID 1230;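 active = signal enhancement of 30% or more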;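 note: luminescence tracks abundance of the self-degrading MDM2-luciferase fusion protein; higher signal means inhibition of MDM2 E3 ligase activity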
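Assay system: stable mammalian line carrying autodegrading MDM2–luciferase fusion reporter; amount: 2000 cells seeded into each well; buffer or medium: DMEM; benchmarks: plate control and blank wells; signal: luciferase luminescence; timing: 2 h compound exposure at 37 °C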
PERK inhibitor: inhibitors of human PERK kinase; Q9NZJ5; CHO PERK-DD fusion, SEAP luminescence translation reporter; inhibition, % at 5.6 µM; 220,000 compounds, 0.17% hits;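 active = inhibition above the mean inhibition of all tested compounds plus 3 SD, set separately per screening campaign, cut at about 2.9% in these data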;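 note: PERK kinase domain activated by AP20187 dimerizer at 100 nM; 0% = DMSO with dimerizer and 100% = rapamycin at 8.4 µM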
Target sequence (Q9NZJ5 whole entry, looked up, the tested form may be a part): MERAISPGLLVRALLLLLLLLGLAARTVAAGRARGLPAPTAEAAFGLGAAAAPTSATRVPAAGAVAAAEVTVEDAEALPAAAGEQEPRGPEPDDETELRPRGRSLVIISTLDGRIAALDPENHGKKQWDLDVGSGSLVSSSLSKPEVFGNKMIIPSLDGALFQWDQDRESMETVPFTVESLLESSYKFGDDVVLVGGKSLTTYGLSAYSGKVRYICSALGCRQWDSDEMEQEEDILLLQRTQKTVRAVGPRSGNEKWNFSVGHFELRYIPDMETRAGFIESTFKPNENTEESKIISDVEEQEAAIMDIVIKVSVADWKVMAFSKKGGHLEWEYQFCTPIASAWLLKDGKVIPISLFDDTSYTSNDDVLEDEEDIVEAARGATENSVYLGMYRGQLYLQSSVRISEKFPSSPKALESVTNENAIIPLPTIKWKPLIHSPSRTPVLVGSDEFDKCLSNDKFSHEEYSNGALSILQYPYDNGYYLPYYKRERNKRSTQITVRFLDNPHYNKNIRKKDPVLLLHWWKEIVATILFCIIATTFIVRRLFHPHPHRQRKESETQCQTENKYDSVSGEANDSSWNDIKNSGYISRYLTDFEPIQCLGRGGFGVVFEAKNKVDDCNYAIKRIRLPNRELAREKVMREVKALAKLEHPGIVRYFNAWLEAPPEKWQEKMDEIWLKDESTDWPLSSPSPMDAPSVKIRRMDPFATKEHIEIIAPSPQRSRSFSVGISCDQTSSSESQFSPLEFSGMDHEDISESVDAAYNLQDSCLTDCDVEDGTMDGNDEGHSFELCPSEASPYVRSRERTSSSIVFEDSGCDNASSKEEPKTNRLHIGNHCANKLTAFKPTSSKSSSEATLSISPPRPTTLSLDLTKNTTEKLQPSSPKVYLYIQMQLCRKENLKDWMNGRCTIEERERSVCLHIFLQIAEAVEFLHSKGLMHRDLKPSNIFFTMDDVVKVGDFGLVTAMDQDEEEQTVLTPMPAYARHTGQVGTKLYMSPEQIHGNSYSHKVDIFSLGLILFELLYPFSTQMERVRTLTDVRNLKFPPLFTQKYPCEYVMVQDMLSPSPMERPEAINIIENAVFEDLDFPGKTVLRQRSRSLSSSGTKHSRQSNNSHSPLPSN
NPY-Y2 PAM-ag: potentiators or agonists of human neuropeptide Y receptor Y2; P49146; activation, % at 3.6 µM; cells expressing NPY-Y2, potentiator/agonist read-out; AID 1359; 220,000 compounds, 0.45% hits; in the data active = activation above about 27%;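 note: cells stimulated with NPY near EC25 plus isoproterenol at EC100; 0% = vehicle plus submaximal agonist and 100% = vehicle plus saturating agonist; some results beyond the cut were filed as inactive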
S1P4 antagonist: human S1P4 receptor antagonism. O95977. S1P4-expressing cells, antagonist mode, reporter read-out. inhibition, % at 4.98 µM. 220,000 compounds, 0.26% hits; in the data active = inhibition above about 29%;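 note: 0% = wells stimulated with agonist and 100% = vehicle wells without agonist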
eIF4E-4G inh: inhibitors of eIF4E and eIF4G interaction in translation initiation. inhibition, % at 21.7 µM. TR-FRET eIF4E-eIF4GI(517-606) binding, 2 h. 220,000 compounds, 0.37% hits. AID 782. P63073+Q04637;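 active = inhibition above about 30%, limit read from the data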;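 note: 0% = full FRET control wells and 100% = background wells lacking eIF4GI fragment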
BaF3 tox: counter-screen for JAK2V617F inhibitors: parental Ba/F3 viability inhibitors; inhibition, % at 5.6 µM; 220,000 compounds, 1.1% hits; CellTiter-Glo ATP luminescence;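 active = inhibition above a per-campaign cutoff, the mean inhibition of all tested compounds plus 3 SD, cut at about 27% in these data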;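 note: 0% = DMSO wells and 100% = JAK Inhibitor I control wells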
Ba/F3 V617F tox: lowers viability of Ba/F3 cells expressing EpoR and JAK2V617F | ATP luminescence | AID 1446 | 220,000 compounds, 1.1% hits | inhibition, % at 5.6 µM;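 active = inhibition above the campaign mean plus 3 SD over all tested compounds, cut at about 24% in these data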;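 note: cytokine-independent growth of Ba/F3 cells driven by EpoR plus mutant JAK2; 0% = DMSO-treated cells and 100% = JAK inhibitor I control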
Starred values were filed as active, the others as inactive; . = not tested or not shown; [ ] = remark or other dose. An excerpt. The share of hits here may be higher or lower than overall.

nr	molecule	S1P4 ag	Wee1 degr inh	MDM2 E3 inh	PERK inhibitor	NPY-Y2 PAM-ag	S1P4 antagonist	eIF4E-4G inh	BaF3 tox	Ba/F3 V617F tox
1	CNC(=O)Oc1ccc(N(C)C)cc1C(C)C	0.9	-1	-8	1.6	-6	4	4	4	-1
2	COc1ccc(CCn2c(O)c(C=Nc3ccc(NC(C)=O)cc3)c(=O)[nH]c2=O)cc1OC	0.3	4	-7	0.4	-9	18	10	-3	-3
3	COc1cc(C2SCC(=O)Nc3c2c(=O)[nH]n3C2CCCCCC2)cc(OC)c1OC (stereo not drawn)	2.1	0	-14	0.3	-3	-24	10	8	4
4	CCCCn1c(O)c(C=NCc2ccc3c(c2)OCO3)c(=O)[nH]c1=O	-2.8	1	-7	-1.2	-37	6	0	-2	0
5	Nc1ccc2c(c1)oc1ccccc12	0.4	-1	6	3.6*	12	-10	3	5	-2
6	CC(=O)N1CN2CN(C(C)=O)CC(C(=O)c3ccccc3)(C2)C1	0.4	-1	-14	0.5	0	-5	5	0	-3
7	CC[N+](C)(CC)CCCOC(=O)C(O)(c1ccccc1)C1CCCCC1 (stereo not drawn)	-1.0	-1	-8	0.7	-10	-11	-2[fluorescence artefact?]	9	4
8	O=[N+]([O-])[N-][n+]1cnn(Cc2ccc(Cl)cc2)c1	-1.6	-1	-7	-0.1	-2	12	1	4	2
9	O=C1C2CCCN2C(c2cccnc2)N1c1ccc(Cl)c(Cl)c1 (stereo not drawn)	-0.7	-2	11	-0.5	5	10	5	4	3
10	CCCCCCC(=O)c1c(O)n(-c2ccccc2OC)c(=O)[nH]c1=O	0.3	-1	-13	0.6	7	-7	3[fluorescence artefact?]	12	2
11	O=C(Cn1c(=O)n(CC2CS2)c2ccccc21)N1CCCCC1 (stereo not drawn)	-2.0	-1	1	0.9	-11	-3	1	6	5
12	Cc1ccc(NC(=O)c2cc(-c3ccccc3)n(CCCN3CCOCC3)c2C)cc1	-2.4	-1	-5	-2.6	-14	15	10	0	3
13	CCOC(=O)c1ccc(N=Cc2c(O)n(-c3ccccc3F)c(=S)[nH]c2=O)cc1	1.7	0	10	1.2	2	1	3[fluorescence artefact?]	3	-2
14	O=C(c1cc(C(=O)NCc2ccc(Cl)cc2)c(=O)n(Cc2ccc(Cl)cc2)c1)c1cc(F)ccc1O	-0.3	2	.	0.1	9	-19	-1	4	-1
15	CCOC(=O)c1cncn1[C@H](C)c1ccccc1	2.2	4	.	2.0	-1	17	4	-4	-3
16	CCc1ccc(C2=NN(CCC(=O)N3CCC4(CC3)OCCO4)C(=O)CC2)cc1	0.4	-2	-10	-0.1	-24	-12	1	8	7
17	CN(C)/C=C1/C(=O)NC(=O)N(CCNc2ncc(C(F)(F)F)cc2Cl)C1=O	-2.0	-3	0	1.3	-2	6	1	6	1
18	COC(=O)C(O)(c1ccc(N(C)C(=O)c2cccs2)cc1)C(F)(F)F (stereo not drawn)	1.6	1	-5	-0.4	11	-8	1	6	-2
19	COc1ccc(C2NCc3ccc4c(c3-n3cccc32)OCO4)cc1OC (stereo not drawn)	3.0	-2	-3	-1.1	-7	-12	1	5	-2
20	c1ccc2c(CN3CCN(C4CCCCC4)CC3)c[nH]c2c1	-1.9	11*	-7	-0.5	5	0	2	4	-2
21	Cc1cccc(NC2=NCCCS2)c1C	-0.8	-3	-13	0.2	6	-7	1	4	-3
22	O=C(C[N+]12CCC(CC1)C(OC(=O)c1ccccc1)C2)c1ccc([N+](=O)[O-])cc1 (stereo not drawn)	-0.6	3	-13	0.3	9	5	4	5	-2
23	CCOC(=O)c1cccc([P+](=O)O)c1	0.4	-2	-9	1.1	3	-14	0[fluorescence artefact?]	4	0
24	CCc1ccc(/C=C(/C#N)C(N)=S)cc1	1.0	-1	-14	0.0	-5	1	-4	10	5
25	CC(Cc1ccccc1)NC(=O)Cc1ccc(N(C)C)cc1 (stereo not drawn)	0.6	6	0	-0.3	-15	-21	5	4	-2
26	CC(C(=O)N1CCC2(CC1)OCCO2)C1Sc2ccccc2NC1=O (stereo not drawn)	1.4	-1	-11	0.9	8	-2	9	-1	-4
27	CN1C(=O)C(=Cc2ccccc2OCc2ccccc2Cl)C(=O)N(C)C1=O	1.3	6	-3	0.9	13	-16	10[fluorescence artefact?]	6	-1
28	C=CCn1c(O)c(C(C)=NCc2ccc3c(c2)OCO3)c(=O)[nH]c1=O	0.1	0	4	-0.1	-32	-4	0	4	4
29	CN1CCN(c2ccc([N+](=O)[O-])c(NCc3ccco3)c2)CC1	0.4	4	-5	0.0	2	-9	4	6	-1
30	CN(C)C1=C(C#N)C(c2ccccc2)=NP(N(C)C)(N(C)C)=N1	-1.7	-1	-17	0.5	8	-4	0	5	1
31	Cc1cc(OCCN2CC2)c2ccccc2n1	0.5	-1	-7	1.0	-10	-16	-1	2	0
32	Cc1ccccc1-n1c(O)c(/C=N/NC(=O)c2ccncc2)c(=O)[nH]c1=O	0.7	-1	3	0.4	-11	-5	2	-3	1
33	CC(C)(C)[C@]1(O)C[C@@H]2OC(=O)C[C@@]23C(=O)O[C@@H]2OC(=O)[C@H](O)[C@]213	0.5	-3	.	1.2	6	1	0	5	-2
34	Cc1cccc(N2C(=O)CC(=O)NC2=O)c1	-0.8	5	-7	2.6	1	-4	-2[fluorescence artefact?]	6	-4
35	C=CCn1c(O)c(C(CC)=NCCC2=CCCCC2)c(=O)[nH]c1=O	-0.9	1	-10	-1.0	-19	-4	1[fluorescence artefact?]	1	-3
36	O=c1c2ccccc2nc(Cc2cccc([N+](=O)[O-])c2)n1-c1ccc(O)cc1	0.4	-2	-8	-0.4	-11	-7	2	2	2
37	O=[N+]([O-])c1ccc(N2CCNCC2)c2ncccc12	1.6	0	-12	-0.5	47*	-4	.	1	-1
38	O=c1[nH]c(=O)n(Cc2ccc(F)cc2)c(O)c1C=NCCN1CCCCC1	-1.9	6	-28	0.5	2	-4	0[fluorescence artefact?]	5	-1
39	CN1CCN(c2nc3ccccc3o2)CC1	-1.1	0	.	-0.1	-9	5	-1	-3	-4
40	COc1ccc(/C=C2/C(=O)NC(=O)N(c3ccc(C)c(C)c3)C2=O)cc1CN1C(=O)c2ccccc2C1=O	4.7	-3	3	0.6	-4	-7	4	10	6
41	CCOc1cccc(=NC2CCCCC2)c2c(C)n(C)c(C)c12	-0.1	-1	-14	-0.1	12	-12	-2	65*	73*
42	N#CC1(c2ccccc2)CCN(C2CC(=O)N(c3ccc(F)cc3)C2=O)CC1 (stereo not drawn)	-0.8	3	-11	1.4	14	-16	-1	2	0
43	COC(=O)C(C)Oc1cc(C)cc2oc(=O)c3c(c12)CCC3 (stereo not drawn)	0.1	0	-22	-1.0	-17	-30	-8	4	4
44	COC(=O)C1C=C2c3cccc4[nH]cc(c34)CC2N(C)C1 (stereo not drawn)	0.3	-1	.	0.7	-35	-3	-5	-5	1
45	CN(C)C(Cc1ccccc1)C(=O)c1cccs1 (stereo not drawn)	-0.3	5	0	1.3	-6	-4	-3	6	-3
46	Cc1cc(/C=C2/C(=O)NC(=O)N(Cc3ccco3)C2=O)c(C)n1-c1ccccc1	0.1	1	-5	0.3	-6	-5	2	10	6
47	CCCCn1c(N)c(C(=O)OCCOC)c2nc3ccccc3nc21	1.4	0	-8	-1.6	-5	4	-11	3	1
48	O=C(COc1ccc(Cl)cc1)N1CCN(Cc2ccccc2)CC1	-1.1	-1	14	0.4	-4	0	2	3	-1
49	CCOC(=O)c1c(C)n(Cc2ccco2)c2c1cc(O)c1ccccc12	-3.2	0	-1	-0.8	10	-15	16[fluorescence artefact?]	4	3
50	CN1C(=O)C(=Cc2ccc(N3CCOCC3)c([N+](=O)[O-])c2)C(=O)N(C)C1=O	0.2	0	-37	1.1	-9	-9	-3	7	1
51	Cc1ccc(-c2nn(Cc3ccccc3)cc2C(=O)O)cc1	0.4	-3	.	2.3	-6	-8	96*	-4	3
52	CN1C(=O)N(C)C(=O)C2(Cc3ccccc3N3CCOCC32)C1=O (stereo not drawn)	-0.9	1	-31	0.9	12	-34	2	4	-4
53	OC(c1ccccc1)(c1ccccc1)C1CCCN1 (stereo not drawn)	0.2	-2	-8	0.0	-4	-6	-5	2	-2
54	CCN1CCN(Cc2cc(Br)cc(Br)c2O)CC1	1.7	1	-7	-0.6	-10	-22	1	2	-1
55	O=c1[nH]c(=O)n(Cc2ccccc2)c(O)c1C=NCCN1CCOCC1	1.4	-1	.	0.7	8	-5	-2	4	2
56	Cc1cccn2c(NCC3CCCO3)c(C(C)C)nc12 (stereo not drawn)	-0.7	0	.	-0.4	11	-9	-13	3	2
57	Cc1ccc2nc(N3CCN(C)CC3)[nH]c2c1	1.0	-1	4	0.8	3	-14	-5[fluorescence artefact?]	3	-2
58	O=P(Nc1ccccc1)(Nc1ccccc1)Oc1ccccc1	-0.2	2	-93	-0.8	-29	-5	3	10	5
59	Cc1cc(C)c(C(=O)CN2CCOCC2)c(C)c1	0.7	5	-19	0.9	-10	-5	-2[fluorescence artefact?]	4	3
60	COc1cc(C=C2C(=O)NC(=O)NC2=O)ccc1OCc1ccc([N+](=O)[O-])cc1	-2.7	12*	-22	-0.4	-2	-13	-5	4	2
61	CC(C)CCP(=O)(O)c1ccccc1	-0.8	1	-7	-0.1	-6	2	-3	2	2

Reformatted: results already given.
#1 CNC(=O)Oc1ccc(N(C)C)cc1C(C)C
  S1P4 ag: 0.9
  Wee1 degr inh: -1
  MDM2 E3 inh: -8
  PERK inhibitor: 1.6
  NPY-Y2 PAM-ag: -6
  S1P4 antagonist: 4
  eIF4E-4G inh: 4
  BaF3 tox: 4
  Ba/F3 V617F tox: -1

#51 Cc1ccc(-c2nn(Cc3ccccc3)cc2C(=O)O)cc1
  S1P4 ag: 0.4
  Wee1 degr inh: -3
  MDM2 E3 inh: .
  PERK inhibitor: 2.3
  NPY-Y2 PAM-ag: -6
  S1P4 antagonist: -8
  eIF4E-4G inh: 96*
  BaF3 tox: -4
  Ba/F3 V617F tox: 3

#8 O=[N+]([O-])[N-][n+]1cnn(Cc2ccc(Cl)cc2)c1
  S1P4 ag: -1.6
  Wee1 degr inh: -1
  MDM2 E3 inh: -7
  PERK inhibitor: -0.1
  NPY-Y2 PAM-ag: -2
  S1P4 antagonist: 12
  eIF4E-4G inh: 1
  BaF3 tox: 4
  Ba/F3 V617F tox: 2

#56 Cc1cccn2c(NCC3CCCO3)c(C(C)C)nc12 (stereo not drawn)
  S1P4 ag: -0.7
  Wee1 degr inh: 0
  MDM2 E3 inh: .
  PERK inhibitor: -0.4
  NPY-Y2 PAM-ag: 11
  S1P4 antagonist: -9
  eIF4E-4G inh: -13
  BaF3 tox: 3
  Ba/F3 V617F tox: 2

Single entries from the list.
CN1C(=O)C(=Cc2ccc(N3CCOCC3)c([N+](=O)[O-])c2)C(=O)N(C)C1=O in S1P4 ag: 0.2
COc1cc(C=C2C(=O)NC(=O)NC2=O)ccc1OCc1ccc([N+](=O)[O-])cc1 in BaF3 tox: 4
